Screening data from PubChem BioAssay.
Rpn11 block – blocks the human proteasome subunit Rpn11. 360,000 tested, 0.59% active. calls only at 20 µM. AID 588493. human 26S proteasome, Ub4-pepOG fluorescence polarization; 20S core pre-blocked with epoxomicin. O00487;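 active = inhibition at 20 µM, scaled to each plate's controls, above about 33%, limit read from the data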
Target sequence (O00487 whole entry, looked up): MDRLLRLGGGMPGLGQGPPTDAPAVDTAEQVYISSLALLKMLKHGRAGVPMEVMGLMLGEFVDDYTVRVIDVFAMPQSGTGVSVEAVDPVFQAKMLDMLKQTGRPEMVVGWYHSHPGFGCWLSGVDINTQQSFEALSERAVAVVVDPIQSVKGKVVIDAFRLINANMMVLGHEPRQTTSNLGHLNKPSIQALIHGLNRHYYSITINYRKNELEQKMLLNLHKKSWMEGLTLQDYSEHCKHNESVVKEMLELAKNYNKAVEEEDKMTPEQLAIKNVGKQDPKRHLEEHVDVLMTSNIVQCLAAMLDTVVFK
STEP block – blocks human striatal-enriched tyrosine phosphatase; inhibition, % at 20 µM; P54829; recombinant STEP, OMFP fluorogenic substrate, fluorescence; 360,000 tested, 0.25% active;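 active = inhibition at 20 µM, scaled per plate between control wells, above about 37%, limit read from the data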;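 note: 0% = DMSO with enzyme and substrate and 100% = substrate only without enzyme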
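Material: STEP (striatal-enriched tyrosine phosphatase) enzyme, cell-free | Medium: 50 mM Bis-Tris pH 6.0 with 2.5 mM DTT and 0.005% Tween 20 | Read-out: Percent inhibition scaled to no-enzyme and uninhibited-enzyme controls, plate-pattern corrected | Signal: Fluorescence read at 480 nm ex / 540 nm em | Times: 20 min reaction, room temperature, in the dark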
CSN deneddyl inh – inhibitors of human CSN-mediated cullin deneddylation; Q92905; Purified CSN, SCF-Nedd8-OG deneddylation, fluorescence polarization; inhibition, % at 12.5 µM; 360,000 tested, 0.38% active; AID 651999;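 active = pattern-corrected inhibition above about 35%, with an unprinted fluorescence ratio check between 0.5 and 1.5, limit read from the data, passing the limit was not always enough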;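 note: 0% = enzyme with substrate and 100% = substrate without enzyme; some results filed as inactive read as strong as hits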
Target sequence (Q92905 whole entry, looked up, one chain of several): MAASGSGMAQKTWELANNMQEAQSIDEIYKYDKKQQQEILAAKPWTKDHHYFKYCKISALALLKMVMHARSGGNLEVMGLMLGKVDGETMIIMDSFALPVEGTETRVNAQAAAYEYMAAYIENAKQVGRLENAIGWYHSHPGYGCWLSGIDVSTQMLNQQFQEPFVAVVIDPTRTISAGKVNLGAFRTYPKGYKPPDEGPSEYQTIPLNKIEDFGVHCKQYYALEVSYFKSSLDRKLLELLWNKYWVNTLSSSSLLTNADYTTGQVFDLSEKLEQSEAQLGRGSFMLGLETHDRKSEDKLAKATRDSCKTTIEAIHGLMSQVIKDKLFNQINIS
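test system = HEK293T-derived human Csn5 enzyme | amount = 0.24 nM Csn5 enzyme, final concentration | medium = Tris/NaCl/DTT buffer, pH 7.5 | schedule = 90 min reaction at room temperature | signal = FP | evaluation = inhibition of Csn5 cleavage, % | compound dosing = single dose of 12.5 µM compound with 0.25% DMSO | probe or stimulus = 10 nM SCFSkp2-Nedd8OG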
Scp-1 inhibitor – inhibitors of human Scp-1 phosphatase | Q9GZU7 | Recombinant Scp1, phosphopeptide, malachite green phosphate absorbance | inhibition, % at 20 µM | 340,000 tested, 0.88% active | AID 493091;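 active = inhibition above about 50% at 20 µM, limit read from the data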;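 note: plate controls were DMSO wells with enzyme for no effect and wells lacking enzyme for full effect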
Target sequence (Q9GZU7 76-261 limits assumed): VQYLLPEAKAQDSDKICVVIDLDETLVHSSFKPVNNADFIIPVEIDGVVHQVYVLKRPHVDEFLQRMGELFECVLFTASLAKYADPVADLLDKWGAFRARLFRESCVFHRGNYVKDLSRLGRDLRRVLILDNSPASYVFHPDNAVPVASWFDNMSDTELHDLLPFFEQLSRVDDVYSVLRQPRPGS
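Assay system: SCP-1 catalytic fragment, aa 76-261 | Buffer or medium: Tris acetate buffer pH 5.5 with MgCl2 and Tween-20 | Compound: One concentration, 20 µM, with 1.0% DMSO | Also added: Phospho 17-mer peptide substrate | Signal: Absorbance at 630 nm | Incubation: 45 min enzyme reaction at room temperature | Measure: % inhibition of SCP-1 phosphate liberation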
DNMT1 inh – inhibitors of human DNMT1. P26358. 360,000 tested, 0.83% active. AID 588458. inhibition (reported as % activation of signal), % at 10 µM. DNMT1 molecular beacon, Hinp1I cleavage, fluorescence; in the data active = inhibition above about 50%
SUMO1-SIM PPI – SUMO1-SIM interaction modulation. P63165. SUMO1 binding to a labelled peptide, TR-FRET, 1 h. inhibition, % at 20 µM. 360,000 tested, 0.33% active; in the data active = inhibition above about 37%
Target sequence (P63165 whole entry, looked up): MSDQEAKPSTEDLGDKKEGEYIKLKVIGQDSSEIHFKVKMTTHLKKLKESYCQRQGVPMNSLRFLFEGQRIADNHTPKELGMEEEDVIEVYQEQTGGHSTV
Tb MetRS inh – blocks T. brucei methionyl-tRNA synthetase activity. AID 624268. inhibition, % at 11.9 µM. purified T. brucei MetRS, ATP depletion, Kinase-Glo luminescence. 360,000 tested, 0.4% active;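 active = inhibition above a per-plate cutoff of the control wells' mean inhibition plus 3 SD, cut at about 5.5% in these data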;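 note: 0% = DMSO wells median and 100% = median of wells with control inhibitor compound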
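Dosing: 11.9 µM compound single dose, 0.9% DMSO; Assay system: purified T. brucei MetRS enzyme; Measured by: Kinase-Glo luciferase luminescence reporting remaining unconsumed ATP; Schedule: 15 min plus 2 h at 25 °C.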
NadD block – inhibitors of Staphylococcus aureus NadD; purified NadD enzyme, colorimetric absorbance read-out; inhibition, % at 20 µM; 360,000 tested, 0.78% active; in the data active = inhibition above about 26%; note: some compounds past the cut are filed as inactive
PABP1 MLLE inh – inhibitors of microRNA-mediated deadenylation, human PABP1 MLLE binding; P11940; GST-MLLE / FITC-PAM2 fluorescence polarization; inhibition, % at 20 µM; 360,000 tested, 0.36% active; in the data active = inhibition above about 35%, passing the limit was not always enough;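 note: plate controls were DMSO wells with GST-MLLE for no effect and wells lacking GST-MLLE protein for full effect; some results filed as inactive read as strong as hits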
LMPTP block – blocks human LMPTP phosphatase; P24666; recombinant LMPTP-A, OMFP fluorogenic substrate, fluorescence intensity; inhibition, % at 20 µM; 360,000 tested, 0.22% active;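 active = compounds that cut the enzyme signal by at least half of the control window in the single-dose screen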;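 note: plate controls were DMSO wells with enzyme plus substrate for no effect and substrate without enzyme for full effect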
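Assay system: LMPTP-A phosphatase enzyme | Input: 0.625 nM enzyme | Also added: Fluorogenic phosphatase substrate OMFP at 400 µM final | Compound dosing: One test concentration per compound, 20 µM, with 3% DMSO overall | Schedule: 50 min enzyme reaction at room temperature, protected from light | Signal: Fluorescence intensity | Benchmarks: no-enzyme and uninhibited controls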
The depositor's hits bear a star; i = inactive; . = not tested or not shown.

Rpn11 block	DNMT1 inh	SUMO1-SIM PPI	Scp-1 inhibitor	STEP block	NadD block	PABP1 MLLE inh	CSN deneddyl inh	Tb MetRS inh	LMPTP block	Compound
i	-7	-3	.	0	-6	-4	6	4.5	-3.0	O=C(C[C@H]1C[C@@H]2c3cc(NC(=O)Nc4ccccc4)ccc3O[C@@H]2[C@@H](CO)O1)NCC1CC1
i	-15	2	-5	-8	3	27	1	0.4	-1.7	COc1ccc2[nH]c(=O)c(CN(C(=O)C3CCCO3)c3ccc(C)cc3)cc2c1 (centres undefined)
i	0	-2	-6	4	2	31	-2	-0.2	-1.3	C=CCn1c(SCc2ccccc2)nc2c1c(=O)[nH]c(=O)n2C
i	-5	0	-3	2	-7	-18	-3	-0.2	1.1	CCc1ccc(N2C(=O)C3C(C2=O)N2CCCN2C3c2ccccc2)cc1 (centres undefined)
i	2	2	15	1	-6	1	-4	0.0	2.6	COc1ccc(C2CC(=O)Oc3cc(C)c(Cl)c(C)c32)cc1 (centres undefined)
i	-2	-2	-2	0	-1	-7	-2	0.1	0.4	Cc1ccc(OCc2ccc(C(=O)NCC3CCCO3)cc2)cc1 (centres undefined)
i	4	6	-4	-1	2	19	4	0.1	-0.4	CC(C)(C)c1ccccc1NC(=S)NC1CCCCC1
i	-10	4	-6	0	3	-14	-5	-0.5	0.6	Cc1ccc(C(=O)OCC(=O)Nc2ccc(N(C)C)cc2)cc1NC(=O)c1ccco1
i	0	-5	-2	-2	-4	4	-3	-0.4	-0.6	Cc1ccc(C(=O)N(C)CCOc2ccccc2)cc1S(=O)(=O)N1CCOCC1
i	1	4	-7	3	-1	8	3	-0.1	-0.8	COc1ccc(NC(=O)c2cc(S(=O)(=O)N3CCOCC3)ccc2N2CCOCC2)cc1
i	-1	1	-8	-2	-6	0	3	-0.4	-2.6	c1ccc(Oc2cccc(NC3=NCCC3)c2)cc1
i	-7	3	-21	7	7	-2	3	-0.2	4.3	COc1ccc([C@H]2CC(=O)C=C(c3ccccc3Oc3ccccc3)C2)cc1
i	4	-4	1	-1	3	-14	5	0.3	-1.2	COC(=O)c1cc(=O)n(-c2ccc(C(F)(F)F)cc2)[nH]1
i	2	-3	-4	0	10	8	1	0.1	-0.4	C=CCN(C(=O)c1csnn1)C(C(=O)NC1CCCCC1)c1ccccc1 (centres undefined)
i	-3	-2	3	2	-3	-5	-6	-1.2	-0.3	COc1ccc(S(=O)(=O)N2CCC(C(=O)N3CCN(c4ccccc4OC)CC3)CC2)cc1
i	0	-12	4	1	-2	-19	4	-1.2	0.3	CCn1c(=O)c2cc(C(=O)NCC(OC)OC)sc2c2ccccc21
i	-4	-4	-7	-1	-4	0	3	-0.4	0.1	Cc1ccc(NC(=O)C2CCN(S(=O)(=O)c3c(C)noc3/C=C/N(C)C)CC2)cc1
i	-3	5	.	0	2	2	-1	-0.4	0.0	Cc1ccc([C@H]2N[C@]3(CCCN(Cc4cccn4C)C3=O)[C@H]3C(=O)N(Cc4ccccc4)C(=O)[C@@H]23)cc1
i	-4	-1	0	-1	-6	-2	4	-0.3	-0.4	Cc1c(CN2CCC(n3nccc3NC(=O)CCc3ccccc3)CC2)cnn1C
i	1	-1	0	-1	1	9	-3	-0.6	0.2	CC(=O)N(C)c1nc(-c2ccc(Cl)cc2)cs1
i	-3	-6	-3	0	-4	-5	5	-0.2	-0.9	O=C(Nc1ccc(C(=O)O)cc1)/C(=C\c1ccc2c(c1)OCO2)NC(=O)c1ccc(Br)o1
i	1	3	-13	3	-5	5	0	-0.1	-2.3	Cc1cn(S(=O)(=O)c2ccc(Cl)cc2)c(C)n1
i	0	-8	-11	2	-5	32	5	-0.7	-1.2	Cc1ccccc1CS(=O)(=O)c1ncc(Cl)c(C(=O)Nc2ccc(F)cc2)n1
i	-1	5	-6	-1	-6	-3	0	0.4	2.4	Cc1cccc(-n2ncc3c(Nc4ccc(F)cc4)ncnc32)c1
i	4	2	.	-1	-2	-3	7	0.3	-0.3	CCCS(=O)(=O)NC(=O)C1(C)CCN(C(=O)c2ccc3ccccc3n2)C1 (centres undefined)
i	-8	4	3	3	-10	-67	-4	0.7	-2.1	CC(C)C1N(C(N)=S)N=CC1(C)C (centres undefined)
i	-2	5	-9	0	-2	0	2	0.0	0.4	Cc1ccc(OCc2cc(C(=O)NCc3cnn(-c4cccc(F)c4)c3)no2)cn1
.	.	-18	.	.	.	.	-1	3.2	2.8	O=C1Nc2ccccc2-n2nnnc2C1N1CCN(c2ccc(C(F)(F)F)cc2[N+](=O)[O-])CC1 (centres undefined)
i	3	-1	4	2	-1	-10	6	-0.8	0.6	Fc1ccc(-c2nnc3sc(C4COc5ccccc5O4)nn23)cc1 (centres undefined)
i	1	0	.	-3	4	12	-1	-0.2	-3.8	CCc1nc2ccc(C(=O)N3CCC(O)(Cc4ccccc4)CC3)cn2c1N(C)C(=O)Cc1ccccc1
i	-2	2	-3	-3	-8	0	-3	-0.3	-1.7	COc1ccc(C23NCCN2C(=O)c2ccccc23)cc1 (centres undefined)
i	-8	-1	1	-3	8	-10	4	-0.2	-0.2	Cc1[nH]c2ccccc2c1CCN(Cc1cccnc1)C(=S)Nc1cccc(F)c1
i	-10	-5	-5	-1	8	-11	-5	-0.1	1.0	O=C(Cc1cccc2ccccc12)N/N=C/C=C/c1cccc([N+](=O)[O-])c1
i	1	2	.	2	-4	2	0	-0.1	-1.6	O=S(=O)(Cc1nnnn1-c1ccc(Br)cc1)c1ccccc1
i	2	-4	-1	4	-2	4	-10	-0.6	-1.2	O=C(c1ccc(OC2CCN(CCc3ccccc3)CC2)cc1)N1CCCC1
i	66*	57*	88*	9	12	-23	33	0.8	8.8	N=C1/C(=C/c2ccc(Br)o2)C(=O)N=C2SC(CC(=O)N3CCCC3)=NN12
i	-4	5	-2	-1	-5	8	5	-2.1	-2.2	Cc1ccccc1NC(=O)c1cnn(-c2ccccc2)c1C
i	3	0	-5	2	-3	1	-1	0.0	0.2	COc1cc(OC)cc(C(=O)NC(C(=O)NCc2ccccn2)C(C)C)c1 (centres undefined)
i	2	-1	-6	-3	-2	6	0	-0.3	-0.9	OC(COc1ccc2c(c1)OCO2)CN1CCN(c2ccc(F)cc2)CC1 (centres undefined)
i	-3	8	-16	-3	-2	-5	-2	0.1	-0.2	CCc1nnc(NS(=O)(=O)c2ccc(NC(=O)c3ccc(Cl)cc3)cc2)s1

Given with two lines to a compound: part of the list above.
The line under a structure holds: Rpn11 block, DNMT1 inh, SUMO1-SIM PPI, Scp-1 inhibitor, STEP block, NadD block, PABP1 MLLE inh, CSN deneddyl inh, Tb MetRS inh, LMPTP block
> N=C1/C(=C/c2ccc(Br)o2)C(=O)N=C2SC(CC(=O)N3CCCC3)=NN12
    i, 66*, 57*, 88*, 9, 12, -23, 33, 0.8, 8.8
> COc1cc(OC)cc(C(=O)NC(C(=O)NCc2ccccn2)C(C)C)c1 (centres undefined)
    i, 3, 0, -5, 2, -3, 1, -1, 0.0, 0.2

Next results follow.
Rpn11 block	DNMT1 inh	SUMO1-SIM PPI	Scp-1 inhibitor	STEP block	NadD block	PABP1 MLLE inh	CSN deneddyl inh	Tb MetRS inh	LMPTP block	Compound
i	3	-35	-5	0	7	-7	0	0.5	0.6	CN(CC(=O)Nc1ccc(F)c(Cl)c1)S(=O)(=O)c1ccc2c(c1)n(C)c(=O)c(=O)n2C
i	-2	-23	-8	4	-3	-3	2	-0.4	-7.4	Cc1cc(NC(=O)CSCC(=O)Nc2cc(C(F)(F)F)ccc2N2CCCCC2)no1
i	29	2	-7	2	4	-10	16	0.3	2.4	N#Cc1c(N)n(CCNC(=O)c2cccs2)c2nc3ccccc3nc12
i	1	0	.	2	-5	-1	-4	-0.1	-1.1	CC1(C)Cc2c(sc(NC(=O)Cc3ccccc3)c2C#N)C(C)(C)N1
i	2	-35	-7	2	-6	-1	-8	0.4	1.5	CO/N=C/c1ccc(N2CCCC2)c([N+](=O)[O-])c1
i	-12	1	0	2	1	6	1	-0.2	2.2	CC1CCN(C(=O)c2ccc(CNS(=O)(=O)c3ccc(C(C)(C)C)cc3)cc2)CC1
i	7	-10	5	8	2	-9	-3	-0.5	3.6	Cc1ccc(-c2c(C(=O)N/N=C/c3cccs3)nnn2-c2nonc2N)cc1
i	5	2	-4	0	-6	-1	-2	-0.6	1.1	O=C(NC(Cc1ccccc1)C(=O)N1CCCCC1)c1ccccc1 (centres undefined)
i	0	1	-5	1	3	-12	1	-0.3	0.6	O=C(Nc1ccccc1Cl)OCc1cncs1
i	-12	3	-9	0	-5	-8	-2	-0.5	1.0	Cc1ccc(S(=O)(=O)N(C)c2ccc(OCC(=O)OCc3c(C)noc3C)cc2)cc1
i	-1	19	-16	3	42*	11	1	0.1	0.5	COc1ccc(-c2cc(C(=O)NNC(=S)NC(=O)c3c(-c4ccccc4)noc3C)[nH]n2)cc1
i	-9	7	-3	-2	1	-4	1	0.2	-0.5	O=C(Nc1ccccc1)c1nc[nH]c1C(=O)N1CCc2ccccc2C1
